Screening results deposited in PubChem BioAssay by several laboratories.
MazEF act: activators of E. coli MazEF toxin-antitoxin RNase; FAM/BHQ RNA-DNA oligo cleavage fluorescence, 5 h; activation, % at 20 µM; hit rate 0.32% among 350,000; AID 504720; in the data active = activation above about 50%
Target sequence (P0AE70 whole entry, looked up): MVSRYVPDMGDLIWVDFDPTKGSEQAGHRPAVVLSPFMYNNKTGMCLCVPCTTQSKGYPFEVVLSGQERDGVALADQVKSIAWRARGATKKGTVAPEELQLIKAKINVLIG
CCHF vOTU inh: CCHFV vOTU protease inhibition | Pep-AMC fluorescence | inhibition, % at 11.5 µM | hit rate 0.55% among 370,000 | AID 651958; note: 0% = vehicle wells with enzyme and 100% = no enzyme wells
Rv3671c protease: Rv3671c (M. tuberculosis) protease inhibition; hit rate 0.048% among 320,000; inhibition, % at 5.96 µM; P9WHR9; AID 2606; in the data active = inhibition above about 38%;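 note: extracellular domain of Rv3671c used as enzyme; 0% = enzyme with DMSO and 100% = no enzyme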
Target sequence (P9WHR9 whole entry, looked up, the tested form may be a part): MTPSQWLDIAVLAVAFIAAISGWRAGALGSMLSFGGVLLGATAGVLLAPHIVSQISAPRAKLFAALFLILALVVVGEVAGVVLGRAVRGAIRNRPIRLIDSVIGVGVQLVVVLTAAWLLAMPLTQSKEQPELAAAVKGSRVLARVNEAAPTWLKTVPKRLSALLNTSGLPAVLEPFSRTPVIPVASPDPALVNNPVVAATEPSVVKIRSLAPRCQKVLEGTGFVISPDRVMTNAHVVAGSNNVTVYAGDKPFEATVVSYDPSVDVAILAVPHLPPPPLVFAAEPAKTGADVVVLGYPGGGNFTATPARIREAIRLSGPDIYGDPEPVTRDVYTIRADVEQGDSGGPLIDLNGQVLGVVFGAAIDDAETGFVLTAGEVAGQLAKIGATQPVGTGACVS
VHR inh abs: DUSP3 (human) phosphatase inhibition; P51452; recombinant VHR phosphatase, pNPP absorbance; inhibition, % at 13.3 µM; hit rate 0.52% among 290,000; in the data active = inhibition above about 50%; note: some compounds called inactive have numbers as strong as hits
Target sequence (P51452 whole entry, looked up): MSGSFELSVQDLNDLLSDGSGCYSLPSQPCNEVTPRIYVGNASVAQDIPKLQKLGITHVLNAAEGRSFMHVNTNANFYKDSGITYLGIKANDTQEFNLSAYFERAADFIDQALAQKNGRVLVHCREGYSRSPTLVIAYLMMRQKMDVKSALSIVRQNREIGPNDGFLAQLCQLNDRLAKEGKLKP
GDH-TPI counter: counter-screen for M. tuberculosis FBA inhibitors: GDH-TPI coupled enzymes; GDH-TPI coupled enzyme counterscreen, NADH absorbance; inhibition, % at 4.8 µM; hit rate 1.2% among 360,000; AID 588335;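 note: 0% = DMSO wells and 100% = wells lacking the enzyme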
FBA Mtb inh: inhibitors of M. tuberculosis fructose-bisphosphate aldolase. P9WQA3. purified M. tuberculosis FBA, fluorescence read-out. inhibition, % at 1 µM. hit rate 2.3% among 360,000. AID 588726; in the data active = inhibition above about 27%;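 note: 0% = vehicle and 100% = reference inhibitor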
Target sequence (P9WQA3 whole entry, looked up): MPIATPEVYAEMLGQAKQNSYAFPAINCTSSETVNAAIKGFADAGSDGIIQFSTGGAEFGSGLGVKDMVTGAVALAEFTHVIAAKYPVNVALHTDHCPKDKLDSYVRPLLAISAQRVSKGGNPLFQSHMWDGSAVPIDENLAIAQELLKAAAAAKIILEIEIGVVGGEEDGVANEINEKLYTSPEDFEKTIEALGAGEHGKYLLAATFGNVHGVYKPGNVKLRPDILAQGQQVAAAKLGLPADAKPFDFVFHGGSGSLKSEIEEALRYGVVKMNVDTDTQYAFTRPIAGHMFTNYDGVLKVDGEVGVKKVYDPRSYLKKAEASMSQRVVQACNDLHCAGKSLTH
Mtb UGM inh: blocks M. tuberculosis UGM enzyme; P9WIQ1; purified UGM, fluorescence polarization probe displacement; inhibition, % at 10 µM; hit rate 0.06% among 320,000; in the data active = inhibition above about 10%, passing the limit was not always enough; inconclusive = no clear call, values can overlap the other calls
Mtb BioA inh: BioA (M. tuberculosis) enzyme inhibition. purified M. tuberculosis BioA enzyme, plate reader. inhibition, % at 9.99 µM. hit rate 0.096% among 360,000. AID 602481; in the data active = inhibition above about 40%; inconclusive = no clear call, values can overlap the other calls
BoNT F protease: BoNT F light chain protease inhibition; Multiplex microsphere protease cleavage assay, flow cytometry; inhibition, % at 10 µM; hit rate 0.22% among 360,000; in the data active = inhibition above about 35%, passing the limit was not always enough; inconclusive = no clear call, values can overlap the other calls; note: plate controls were buffer without enzyme for full effect and enzyme alone for no effect
FadD28 binding: M. tuberculosis FadD28 bisubstrate binding inhibition. AID 588549. inhibition, % at 12.5 µM. FadD28 bisubstrate probe binding, fluorescence polarization. hit rate 0.22% among 360,000; in the data active = inhibition above about 8.5%, passing the limit was not always enough; inconclusive = no clear call, values can overlap the other calls
Starred values were filed as active, the others as inactive; ? = inconclusive; nt = not tested or not shown. Cut-off read from the data, not from the text of the source, unless noted: active = inhibition above about 30%; inactive = the rest.

The line under a structure holds: VHR inh abs, CCHF vOTU inh, BoNT F protease, MazEF act, FadD28 binding, FBA Mtb inh, Mtb UGM inh, GDH-TPI counter, Mtb BioA inh, Rv3671c protease
[1] CC(=O)Nc1ccc(SCc2csc(C)n2)cc1
→ 23, -18, 3, 10, -3.4, 0, 1.1, -5, 0.7, -6
[2] CC(C)Nc1nnc(Sc2ccc(Cl)cc2[N+](=O)[O-])s1
→ 2, 13, -2, 4, 0.2, 1, 2.1, 6, nt, -6
[3] COc1ccc2cc(C(=O)C3CCCN(C(=O)CCc4ccccn4)C3)ccc2c1 (configuration not stated)
→ 27, -128, 0, -15, -1.1, 96*, 0.4, 9, nt, 6
[4] CCOC(=O)Cn1c(-c2ccccc2)nc2ccccc2c1=O
→ 21, -2, -13, -11, -1.4, 0, 0.5, 4, -1.7, 0
[5] CC(=O)c1ccc(NC(=O)Cn2nc(C)cc2C)cc1
→ 11, -14, 3, 5, 0.7, 0, 0.2, 3, 0.6, -2
[6] O=[N+]([O-])c1ccc(N2CCN(C(=S)Nc3ccccc3)CC2)cc1
→ 6, -6, -3, 4, -2.1, -4, -2.5, -1, nt, -3
[7] Cc1c(C#N)c(N)nc2c3c(sc12)NC(=O)CC3c1ccc(F)cc1 (configuration not stated)
→ 18, -3, -6, -1, -1.1, 2, -0.6, -1, -5.0, 5
[8] CCCCN(C=O)c1c(CC)nc2ccc(C(=O)Nc3cc(-c4ccccc4)ccc3OC)cn12
→ nt, -10, -3, nt, -2.6, 2, nt, -15, -0.2, nt
[9] CCC1C(=O)N=C(SCC(=O)Nc2cccc3ccccc23)NC1=O (configuration not stated)
→ 19, 4, -3, -8, 2.0, 4, 0.1, 12, 1.8, 11
[10] COc1ccc2c(c1)c(CC(=O)Nc1ccccc1OC)c(C)n2C(=O)c1ccc(Cl)cc1
→ 19, 14, -2, -6, -2.2, 3, -2.1, 9, nt, -28
[11] C/C(=N/Nc1ncc(Br)cn1)c1ccc(Br)cc1
→ 25, 0, 33, 10, -3.2, 0, 0.9, 7, -1.2, -1
[12] C=CCn1cnc2sc(C(=O)Nc3ccccc3OC)c(C)c2c1=O
→ 11, -8, -2, 4, -0.6, 0, 1.9, 3, -3.3, -12
[13] CCCCC(c1nnnn1CCOC)N1CCN(C)CC1 (configuration not stated)
→ 12, 15, -11, 2, -1.8, 1, -3.1, -1, -1.0, -3
[14] Cc1[nH]c2ccccc2c1-c1nc2ccccc2[nH]1
→ -4, 6, -5, 6, 0.5, 14, -1.3, 11, 1.0, -5
[15] CS(=O)(=O)Nc1ccc(C(=O)Nc2ccccc2C(=O)NCc2ccco2)cc1
→ 22, 1, 4, -3, -3.8, -1, 2.2, 7, 5.9, -4
[16] C[C@H](NC(=O)c1ccc2c(c1)OCO2)c1nnc2ccccn12
→ 20, nt, -2, 4, 0.6, 2, 0.1, 8, -2.5, -3
[17] CC1(C)CC(=O)C(C2=NC3(CCCCCC3)Cc3ccccc32)=C(O)C1
→ 2, 14, -5, 0, 0.1, -1, -1.2, 12, nt, 0
[18] CCOC(=O)CCCNC(=O)CN1C(=O)NC2(CCCCCC2)C1=O
→ 21, -14, -11, 5, 3.0, 4, 1.8, -12, -2.4, -5
[19] O=C(NCc1ccccn1)C1CCCN(S(=O)(=O)c2ccccc2)C1 (configuration not stated)
→ -5, -11, -2, -5, 0.8, 0, -1.3, 2, 0.2, 6
[20] COc1ccc(CNC(=O)C(C)NCc2ccccc2Cl)cc1 (configuration not stated)
→ 17, -21, -9, -9, nt, 1, 3.0, -3, -1.9, 0
[21] Cc1ccc(F)cc1NC(=O)CSCc1c(C)noc1C
→ nt, -3, -3, -1, -4.2, 0, 0.8, 2, 0.1, -9
[22] O=C(NC1CC1)c1ccc(N2CCCCC2)c([N+](=O)[O-])c1
→ -23, 12, 0, 5, -2.8, -4, 0.9, 15, 1.2, 7
[23] C#CCOCCOCCOCCNc1nc(N2CCN(C(=O)[C@H](CO)n3cc([C@@H](N)C(C)C)nn3)CC2)nc(N2CCN(C(=O)[C@H](CCC(=O)O)n3cc([C@@H](N)CCCCN)nn3)CC2)n1
→ nt, -1, 14, 0, -0.5, 8, 0.1, 3, 0.1, 5
[24] CC(=O)c1cccc(NC(=O)N2C3CCC2CC(NC(=O)C2CC2)C3)c1 (configuration not stated)
→ 21, -15, -2, 0, -3.5, 0, -0.5, -5, nt, -11
[25] C=CCn1c(SCC(=O)Nc2ccccc2F)nc2ccccc2c1=O
→ 18, -9, -3, 3, -1.0, 2, -1.1, 5, 0.1, 4
[26] Cc1ccc(Sc2ncccc2C(=O)NCC(c2ccc(F)cc2)N2CCOCC2)cc1C (configuration not stated)
→ nt, 4, 3, 4, -1.5, 6, -1.9, -1, 0.6, -3
[27] COC(=O)c1ccccc1C(=O)N1CCOCCOCCOCC1
→ -10, -1, 1, 5, 0.3, 4, -0.6, 5, nt, -2
[28] O=C(CNc1cc(S(=O)(=O)N2CCOCC2)ccc1N1CCCC1)Nc1ccc(Cl)cc1
→ nt, 5, -1, -1, -4.3, 0, nt, 0, -1.2, nt
[29] Cc1ccccc1C(=O)Nc1nnc(SCC(=O)NC2CC2)s1
→ 14, 13, -3, 5, -2.7, -1, 0.1, 8, -1.8, 0
[30] CC1CN(c2ccc([N+](=O)[O-])c3cccnc23)CC(C)N1 (configuration not stated)
→ 21, 32*, nt, 10, -0.8, -5, 4.4, 20, 0.0, -2

Arranged by count of non-hydrogen atoms (lowest first): 3 of the compounds above
The line under a structure holds: VHR inh abs, CCHF vOTU inh, BoNT F protease, MazEF act, FadD28 binding, FBA Mtb inh, Mtb UGM inh, GDH-TPI counter, Mtb BioA inh, Rv3671c protease
[22] O=C(NC1CC1)c1ccc(N2CCCCC2)c([N+](=O)[O-])c1
→ -23, 12, 0, 5, -2.8, -4, 0.9, 15, 1.2, 7
[25] C=CCn1c(SCC(=O)Nc2ccccc2F)nc2ccccc2c1=O
→ 18, -9, -3, 3, -1.0, 2, -1.1, 5, 0.1, 4
[23] C#CCOCCOCCOCCNc1nc(N2CCN(C(=O)[C@H](CO)n3cc([C@@H](N)C(C)C)nn3)CC2)nc(N2CCN(C(=O)[C@H](CCC(=O)O)n3cc([C@@H](N)CCCCN)nn3)CC2)n1
→ nt, -1, 14, 0, -0.5, 8, 0.1, 3, 0.1, 5

More entries follow:
The line under a structure holds: VHR inh abs, CCHF vOTU inh, BoNT F protease, MazEF act, FadD28 binding, FBA Mtb inh, Mtb UGM inh, GDH-TPI counter, Mtb BioA inh, Rv3671c protease
[31] CCCCN(CCCC)CCNC(=O)CNC(=O)c1cccs1
→ -27, -2, 3, -15, -1.4, -2, -3.4, 9, 1.5, 0
[32] COc1ccc(C)cc1NC(=O)NCCC1=CCCCC1
→ 12, 13, -5, -5, -3.3, 2, -2.7, -6, -0.7, 8
[33] C/C(=N/N1CCN(c2ccccc2)CC1)c1cccc([N+](=O)[O-])c1
→ 26, -9, -3, -10, -4.3, 0, -0.7, -1, nt, 2
[34] COc1cc(C2C3CN(C)CC=C3C(C#N)=C(N)C2(C#N)C#N)ccc1OC(C)C (configuration not stated)
→ -28, -5, -7, -11, 0.4, 2, 1.0, 19, nt, 0
[35] CN(C)CCNC(=O)c1cccc(-c2cnc3c(NC=O)cc(-c4cccs4)cn23)c1
→ nt, -1, -38, nt, -9.0, -2, nt, 11, 0.4, nt
[36] O=C(Nc1ccc(F)c(Cl)c1)c1cc(C2CCCCN2C(=O)C2CC2)on1 (configuration not stated)
→ nt, -13, -5, nt, -3.0, 2, nt, 11, 5.9, nt
[37] Cc1cc(C)c(NC(=O)CSc2nc3ncc(Cl)cc3[nH]2)c(C)c1
→ -10, -10, 1, 6, -0.7, 2, -0.7, 9, -1.4, -1
[38] CC1=C(C#N)C(c2ccc3ncccc3c2)C(C#N)=C(C)N1
→ 10, 12, 11, 1, 0.3, -1, -1.0, 10, nt, -11
[39] NC(=O)Nc1ccc(C(=O)OCC(=O)N(Cc2ccccc2)C2CCS(=O)(=O)C2)cc1 (configuration not stated)
→ 10, -1, 0, -6, -2.3, 2, -0.7, -6, 3.8, 1
[40] O=C(CSc1n[nH]c(=O)[nH]c1=O)Nc1ccccc1C(=O)c1ccccc1
→ 4, -6, -1, 6, -1.0, 0, 1.2, -4, 3.8, 3
[41] Cc1nn(S(=O)(=O)c2ccc(C(C)C)cc2)c(C)c1S(=O)(=O)N1CCOCC1
→ -15, -13, -4, -1, -1.1, 4, 0.6, 4, -0.9, 7
[42] COc1ccc(-c2nc(C(=O)O)cs2)cc1OC
→ 8, -14, 4, -3, -1.2, 16, 1.8, 3, nt, -10
[43] CCCC(=O)NC(Oc1ccccc1Cl)C(Cl)(Cl)Cl (configuration not stated)
→ 36, 3, -9, -1, -4.9, 1, 1.6, -1, nt, -6
[44] O=C(c1ccc(Cl)cc1)N1CCCCC(Cl)C1=O (configuration not stated)
→ 11, -19, 0, -2, -0.6, -1, nt, 2, nt, 3
[45] CCCOc1ccc(C(=O)N(Cc2cccs2)C2CCS(=O)(=O)C2)cc1 (configuration not stated)
→ -12, 3, nt, 6, -1.6, 3, 0.7, 5, -0.4, -1
[46] S=c1[nH]nc(-c2cccs2)n1/N=C/c1cn(-c2ccccc2)nc1-c1ccccc1
→ 39, -2, nt, 2, -2.1, -1, -2.2, 13, nt, -8
[47] COc1ccc(/C=C2\SC(=S)N(NC(=O)c3csc4c3CCCC4)C2=O)cc1
→ 25, 12, -3, -1, -2.6, 4, -0.7, 7, -1.3, -39
[48] Cc1ccc(C(=O)SC2=NCCS2)cc1
→ 0, 9, -9, -17, -3.6, -1, 1.1, 3, -2.6, 1
[49] Cc1cc(C)nc(/N=C2\NC(=O)CC3C(=O)NCCN23)n1 (configuration not stated)
→ -9, 9, 29, 7, -1.8, 4, -1.5, 7, -1.0, 12
[50] O=C(O)C(C(=O)O)=C1C2CC3CC(C2)CC1C3
→ 12, -2, ?, 3, -0.3, -1, 1.7, 7, nt, 7
[51] CCc1ccc(/C(C)=N/NC(=O)c2ccccn2)cc1
→ 32, 2, 1, -1, -2.7, 2, -1.3, -4, 9.1, 2
[52] CCOc1ccc(C(=O)Nc2ccc(N3CCN(C)CC3)cc2)cc1Br
→ 18, -5, -90, 16, -0.9, 3, 0.8, 10, -0.5, 9
[53] Nc1nc(Nc2ccccc2F)sc1C(=O)c1ccccc1
→ 28, 0, 4, 4, -0.1, -2, 0.4, 21, nt, -2
[54] CC1=NN(c2ccccc2)C(=O)C1c1ccccc1 (configuration not stated)
→ -1, -12, 0, -6, -1.8, 0, -2.5, 5, nt, -1
[55] O=C(CN1CCN(c2ccc(O)cc2)CC1)Nc1ccc2c(c1)OCCO2
→ 32, 0, -17, 9, -4.0, 5, -1.1, 1, nt, -4
[56] Cn1c(CCCOc2ccc(Cl)cc2Cl)nnc1SCC(=O)Nc1cccc(F)c1
→ -8, -20, 0, 14, -5.4, -2, 0.8, -5, nt, -3
[57] Cn1nc(C(=O)NCc2ccc(F)cc2)cc1C(=O)NCc1ccc(F)cc1
→ nt, -12, -20, 0, -0.9, 4, nt, -4, nt, nt
[58] c1ccc(-c2nc3ccccn3c2NC2CCCC2)nc1
→ 28, 11, -5, -14, 0.5, 6, -2.3, 2, 3.3, 4
[59] CN(CC(=O)Nc1ccc(F)c(F)c1F)C(=O)CN1C(=O)C2CCCCC2C1=O (configuration not stated)
→ -7, -9, -2, 0, -3.1, 2, -9.8, -3, 0.2, -9

From compound 58 as far as 59, as listed above:
The line under a structure holds: VHR inh abs, CCHF vOTU inh, BoNT F protease, MazEF act, FadD28 binding, FBA Mtb inh, Mtb UGM inh, GDH-TPI counter, Mtb BioA inh, Rv3671c protease
[58] c1ccc(-c2nc3ccccn3c2NC2CCCC2)nc1
→ 28, 11, -5, -14, 0.5, 6, -2.3, 2, 3.3, 4
[59] CN(CC(=O)Nc1ccc(F)c(F)c1F)C(=O)CN1C(=O)C2CCCCC2C1=O (configuration not stated)
→ -7, -9, -2, 0, -3.1, 2, -9.8, -3, 0.2, -9
